core dimer inh: blocks dimerization of HCV core protein | TR-FRET GST/Flag-core106 dimerization, 1536-well | inhibition, % at 5 µM | 300,000 tested, 0.33% active | AID 1899;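 active = inhibition above the mean of all tested compounds plus 3 SD, set per screening campaign, cut at about 45% in these data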
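Test system: GST/Flag-tagged HCV core106 proteins; Medium: KF-containing HEPES buffer, pH 7.45, DTT, CHAPS, BSA; Times: compound-protein-antibody incubation 4 h at 22.5 °C; Detection: TR-FRET 671 and 617 nm emission; Benchmarks: wells lacking GST-core106 and wells with excess unlabelled core106.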
AHR act: activates the human aryl hydrocarbon receptor | P35869 | AHR-responsive luciferase reporter cells, luminescence | activation, % at 5 µM | 320,000 tested, 2.5% active; in the data active = activation above about 47%;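 note: 0% = vehicle wells and 100% = reference agonist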
PP1 inh: counter-screen for PP5 inhibitors: inhibitors of human PP1-alpha | P62136 | purified PP1alpha, OMFP fluorescence | inhibition, % at 6.7 µM | 320,000 tested, 0.9% active | AID 2235;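 active = inhibition above the mean inhibition of all tested compounds plus 3 SD, computed separately for each screening campaign, cut at about 15% in these data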
TPT1 inhibitor: inhibitors of Candida albicans tRNA 2'-phosphotransferase TPT1; recombinant caTPT1, FP RNA substrate dephosphorylation; inhibition, % at 5 µM; 300,000 tested, 0.81% active; AID 1962;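 active = inhibition above the mean of all tested compounds plus 3 SD, set per screening campaign, cut at about 24% in these data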;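 note: plate controls were DMSO alone for no effect and ferristatin control at 100 nM for full effect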
proCasp7 act: activates human procaspase-7, counter-screen for procaspase-3 activators. AID 463210. activation, % at 8.5 µM. 330,000 tested, 0.093% active. recombinant procaspase-7, Ac-DEVD-pNA absorbance 405 nm; D23A/D198A/D206A triple mutant, cannot self-cleave; scale: DMSO 0, 5 µM enzyme 100;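 active = percent activation above the screen-wide mean plus 3 SD, cut at about 25% in these data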
Target sequence (P55210 whole entry D23A/D198A/D206A): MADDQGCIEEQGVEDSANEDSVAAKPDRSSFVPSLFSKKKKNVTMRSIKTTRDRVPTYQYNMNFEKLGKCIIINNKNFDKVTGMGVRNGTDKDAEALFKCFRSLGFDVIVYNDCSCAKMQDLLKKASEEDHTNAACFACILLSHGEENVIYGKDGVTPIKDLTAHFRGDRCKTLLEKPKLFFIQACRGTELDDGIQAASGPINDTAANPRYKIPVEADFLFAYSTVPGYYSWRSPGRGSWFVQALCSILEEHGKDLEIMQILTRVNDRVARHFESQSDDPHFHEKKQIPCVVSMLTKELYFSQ
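Assay system: Uncleavable procaspase-7 mutant enzyme / Input: 2 µM procaspase-7 mutant as dispensed / Dosing: single nominal 8.5 µM compound dose, 0.8% DMSO final / Timing: 1 h enzyme–compound preincubation and 2 h substrate reaction, both 25 °C / Detection: p-Nitroaniline absorbance at 405 nm, read at 0 and 120 min / Replication: singlicate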
PP5 primary: blocks human protein phosphatase 5 activity | purified PP5c, OMFP substrate fluorescence | inhibition, % at 6.7 µM | 320,000 tested, 0.18% active | AID 1987 | P53041;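 active = inhibition above the campaign's mean inhibition across all tested compounds plus 3 SD, cut at about 9.5% in these data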;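 note: 0% = DMSO only and 100% = 100 µM cantharidin control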
Target sequence (P53041 whole entry, looked up): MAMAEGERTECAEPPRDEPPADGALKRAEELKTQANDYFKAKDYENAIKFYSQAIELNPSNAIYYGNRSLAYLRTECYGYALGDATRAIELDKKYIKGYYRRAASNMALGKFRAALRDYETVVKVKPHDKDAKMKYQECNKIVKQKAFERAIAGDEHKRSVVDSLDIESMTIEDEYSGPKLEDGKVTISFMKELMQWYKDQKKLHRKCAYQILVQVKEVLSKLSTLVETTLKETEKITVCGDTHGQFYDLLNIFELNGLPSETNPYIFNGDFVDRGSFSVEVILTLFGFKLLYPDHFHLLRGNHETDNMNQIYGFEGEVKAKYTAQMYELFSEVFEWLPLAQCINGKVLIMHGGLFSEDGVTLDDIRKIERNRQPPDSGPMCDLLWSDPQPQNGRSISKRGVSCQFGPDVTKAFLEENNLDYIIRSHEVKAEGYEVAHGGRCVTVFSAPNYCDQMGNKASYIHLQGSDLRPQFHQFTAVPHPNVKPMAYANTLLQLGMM
CTSL1 counter: blocks F. hepatica cathepsin L1 in PFM18AAP counter-screen. recombinant F. hepatica cathepsin L1, Z-Leu-Arg-MCA fluorescence. inhibition, % at 5.96 µM. 300,000 tested, 0.49% active. AID 1906;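 active = inhibition above the mean of all tested compounds plus 3 SD, set per screening campaign, cut at about 17% in these data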;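 note: 0% = plate median of test compound wells and 100% = 1 µM Z-Phe-Ala-diazomethylketone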
PAFAH2 inh: inhibitors of human PAFAH2. 340,000 tested, 0.99% active. AID 492956. Q99487. recombinant PAFAH2, FP-rhodamine activity probe, fluorescence polarization. inhibition, % at 3.39 µM;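 active = inhibition above the mean over all tested compounds plus 3 SD, cut at about 30% in these data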;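 note: inhibitors block probe labeling of enzyme so polarization drops; 0% = enzyme with DMSO and 100% = wells lacking PAFAH2 protein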
proCasp3 act: activators of human procaspase-3 | P42574 | recombinant procaspase-3 D3A, Ac-DEVD-pNA absorbance 405 nm | activation, % at 8.5 µM | 330,000 tested, 0.11% active;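 active = activation above the mean of all tested compounds plus 3 SD, cut at about 21% in these data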;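 note: 0% = DMSO alone and 100% = DMSO wells spiked with extra 5 µM PC-3 D3A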
Target sequence (P42574 whole entry D9A/D28A/D175A): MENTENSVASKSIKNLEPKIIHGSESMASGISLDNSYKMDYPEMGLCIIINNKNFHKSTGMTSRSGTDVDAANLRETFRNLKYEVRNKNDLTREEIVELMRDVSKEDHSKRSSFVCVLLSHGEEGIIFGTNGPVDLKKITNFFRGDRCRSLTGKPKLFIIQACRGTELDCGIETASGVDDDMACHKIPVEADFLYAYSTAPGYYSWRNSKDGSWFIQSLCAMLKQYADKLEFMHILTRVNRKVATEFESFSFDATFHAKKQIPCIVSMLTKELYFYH
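Evaluation: percent activation relative to control range; Material: Procaspase-3 D3A mutant, all three cleavage aspartates alanine; Compound: single dose, 8.5 µM nominal compound, 0.8% DMSO; Replication: one well per compound; Signal: absorbance at 405 nm, 0 and 120 min; Schedule: 1 h preincubation plus 2 h reaction at 25 °C.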
Starred values were filed as active, the others as inactive; nt = not tested or not shown; & = joins results of further samples.

molecule,core dimer inh,AHR act,PP1 inh,TPT1 inhibitor,proCasp7 act,PP5 primary,CTSL1 counter,PAFAH2 inh,proCasp3 act
COc1cccc(CNC(=O)C(=O)NCCc2ccc(OC)c(OC)c2)c1,-3,2,2,6,8,-4.0,1,1,-7
COc1ccc(/C=N/n2cnc3c([nH]c4ccccc43)c2=O)cc1CO,-2,7,4,-2,5,0.5,2,-7,-5
O=C(NCCCN1CCCCC1)c1ccc2c(c1)NC(=O)c1ccccc1S2,-7,2,-3,-1,10,1.7,1,6,7
Cc1c([N+](=O)[O-])nnn1-c1cc(Cl)cc(Cl)c1,3,0,-2,-1,15,-2.0,-3,0,-1
Cc1cc(C)nc(NS(=O)(=O)c2ccc(Br)s2)c1,5,-1,3,10,-10,-1.5,2,5,-4
CC(NC1CCCC1)c1ccccc1 (stereo not given),-6,-2,-3,0,-3,1.5,0,0,6
COc1ccc(OCC(=O)Nc2cccc(C(=O)Nc3ccccc3C(=O)O)c2)cc1,6,3,-1,1,-1,-0.6,3,-6,0
O=C(Nc1ccccc1)c1ccc(OC(=O)c2ccccc2)cc1,23,-2,-4,-2,8,-0.8,4,-2,4
O=CNCCCc1nc2ccccc2n1Cc1cccc2ccccc12,0,3,2,1,2,0.2,0,-2,6
CN1CCN(CC(=O)C23CC4CC(CC(C4)C2)C3)CC1,-1,-2,-5,2,7,2.5,1,-10,2
Cc1nc2ccccn2c1C(=O)NCc1ccc2c(c1)OCO2,-2,39,0,-2,-1,1.5,-1,3,-2
CCOC(=O)N1CCN(C(=S)NC(=O)c2ccnn2C)CC1,-8,-1,2,2,-18,1.3,-3,-8,-10
O=C(NCCC1=CCCCC1)C1CCN(S(=O)(=O)c2cccs2)CC1,-1,-2,-6,3,-1,1.7,1,5,-2
Cc1ccc(S(=O)(=O)NNC(=O)Nc2ccc(Cl)cc2)cc1,-3,0,-1,-3,0,-2.8,-1,-4,-2
COc1ccc(OC)c(S(=O)(=O)NCCOC23CC4CC(CC(C4)C2)C3)c1,2,-6,-3,0,-5,6.0,0,-5,6
COC(=O)C1=C(C)OC(N)=C(C#N)C1c1cc2cccc(C)c2nc1Cl (stereo not given),1,3,-1,3,-11,3.7,-1,nt,-6
Nc1cccc(C(=O)Nc2ccc(N)cc2Cl)c1,-4,0,-3,2,17,0.5,5,-3,6
O=C(NCc1ccc(F)cc1)c1nc(-c2cccs2)no1,-1,1,1,-1,4,0.1,-4,-2,-6
O=C(NCc1ccccc1)C(c1ccc(O)cc1)N(C(=O)c1cnccn1)c1ccccc1 (stereo not given),-2,1,-3,-4,10,2.2,0,2,-1
COc1ccc(CCNC(=O)CN2CCN(c3cccc(Cl)c3)CC2)cc1OC,0,0,0,3,6,4.8,-2,-7,0
CCOc1ccc(C(C)=O)cc1CSc1nnc(N)s1,2,3,-3,-4,12,1.8,3,0,9
O=C(N/N=C/c1cc([N+](=O)[O-])cc(Br)c1O)C12CC3CCC(CC(C3)C1)C2,4,1,-2,0,0,0.1,2,7,-4
Brc1ccc(CNc2cc3c(cc2Br)OCCO3)cc1,-2,-1,-1,-1,2,0.4,0,7,6
O=C(O)c1ccc(S(=O)(=O)N2CCCC2)cc1,10,0,1,-1,6,2.3,-1,0,-5
CN(CC(=O)Nc1c(F)cccc1F)Cc1cccs1,1,0,0,-5,5,4.2,-1,3,-3
COc1cc2c(cc1OC)CN(C(=O)CNS(=O)(=O)c1ccc(C)c(C)c1)CC2,17,2,-2,0,0,2.6,-2,6,-1
N#CCN1C(=O)C2CCCN2c2ccc(S(=O)(=O)N3CCOCC3)cc21 (stereo not given),2,-2,0,-5,-8,2.5,-2,1,-7
Cc1cc(NC2C3CC4CC(C3)CC2C4)n2ncnc2n1 (stereo not given),-5,0,-3,101*,-5,0.3,0,-14,-2
COc1ccc(-c2c(C#N)c(SCC(N)=O)nc3c2CCCC3)cc1,-18,-2,1,1,-9,0.5,3,10,13
CCN1CCN(c2ccc(NC(=O)c3ccc4c(c3)[nH]c(=O)n4Cc3ccc(OC)cc3)cc2)CC1,-18,0,0,-2,2,0.1,2,-17,7
CCSc1nnc([C@H](Cc2c[nH]c3ccccc23)NC(=O)OC(C)(C)C)o1,3,4,-2,-1,3,4.4,0,4,-3
O=C(Nc1ccc2c(c1)OCCO2)C1CCN(c2cnccn2)CC1,-5,1,-1,-4,14,1.0,1,-2,7
CCC(C)[C@H](NS(=O)(=O)c1ccc(C)cc1)C(=O)N1CCC(C(=O)N[C@@H](Cc2ccccc2)C(=O)O)CC1 (stereo not given in full),-1,3,0,0,-2,2.5,-1,-6,4
CC1CCCN(C(=O)COc2ccc(-c3ccccc3)cc2)C1 (stereo not given),7,-5,0,3,14,4.0,11,2,-1
COc1ccc(C(=O)Nc2ccc(S(=O)(=O)N3CCOCC3)cc2)cc1[N+](=O)[O-],1,-2,-2,0,0,0.9,0,2,9
Cc1c(C=O)n(C)n(-c2ccccc2)c1=O,4,0,-5,4,5,-1.5,0,5,-7
O=C(OCc1csc(-c2ccccc2)n1)c1ccc(O)cc1,-7,0,-1,1,0,3.1,1,3,7
O=C1CCC(=O)N1CNc1cccnc1,-5,0,1,-7,9,-0.6,-3,1,1
CC1Cn2c(nnc2-c2cccc(N)c2)S1 (stereo not given),-4,1,-8,0,2,1.9,0,-2,4
CC(C)Oc1ccc(C(CC(=O)O)NC(=O)C(Sc2ccccc2)c2ccccc2)cc1 (stereo not given),2,-1,-3,1,4,-1.0,3,nt,0
C/C(=N\NC(=O)CSc1nc2ccccc2s1)c1cccnc1,-3,35,-4,-1,7,-1.6,1,8,4
O=c1c2ccccc2ncn1-c1ccc(Cl)cc1,-5&-4,112*,-3&-4,-2&3,3&11,1.9&-0.7,15&-2,-1,-9&6
COCCn1c(SCC(=O)Nc2ccc(Cl)cn2)nc2ccccc21,2,3,-5,0,-9,1.4,-3,-7,10
Cc1cc(-c2nnc(SCC(=O)Nc3ccc(C(F)(F)F)cc3)n2C)no1,4,0,1,3,11,-1.7,-2,-5,-6
O=C(COc1cccc(-n2cnnn2)c1)NC1CCCCC1,-2,0,-2,2,11,-0.3,2,-2,-9
CC(=O)c1ccc(N2CCN(CC(=O)Nc3ccccc3N3CCOCC3)CC2)cc1,6,-1,-4,-2,8,-0.4,0,1,-1
COCCn1c(SCC(=O)NNC(=O)c2ccccc2)nc2ccccc2c1=O,0,4,-1,-3,2,-1.5,-2,1,-1
Cc1cccc(-n2c(=O)cc(N3CCN(c4ccc(F)cc4)CC3)[nH]c2=O)c1,1,-1,-1,-4,7,0.5,-3,-1,9
COc1cc(NC(=O)C(C)N2CCN(C(=O)C3CC3)CC2)cc(OC)c1 (stereo not given),nt,1,0,nt,-2,-0.7,nt,5,1
Cc1ccc(S(=O)(=O)NCCN2CCOCC2)c(C)c1,-7,0,0,-1,-5,0.0,2,-10,1

Continuation.
molecule,core dimer inh,AHR act,PP1 inh,TPT1 inhibitor,proCasp7 act,PP5 primary,CTSL1 counter,PAFAH2 inh,proCasp3 act
COc1ccc(CCCNC(=O)C2CCC(=O)N(Cc3ccccc3F)C2)cc1 (stereo not given),-6,2,-1,-1,6,1.3,2,-5,5
O=C(Nc1cccc(Cl)c1)c1ccc2c(c1)OCCO2,-3,2,3,-3,1,1.3,0,-6,9
CC(NC(=O)C(=O)N1CCOCC1)C(c1cccs1)N1CCN(c2ccccc2)CC1 (stereo not given),2,0,-5,-1,13,1.4,-3,4,2
COc1ccc(CNC(=O)C(C)n2nc(C)n3c(cc4occc43)c2=O)cc1 (stereo not given),-2,4,-4,1,-6,2.7,-1,-2,4
COc1ccc([N+](=O)[O-])c(OC)c1C(=O)NC(=O)Nc1c(F)cc(F)cc1F,2,2,2,-2,-4,0.6,1,0,1
COC(=O)c1sc(-c2ccc(Cl)cc2)cc1NC(=O)COCC(=O)O,11,1,2,3,3,3.0,7,1,-11
CCCc1cc(=O)[nH]c(SCC(=O)Nc2ccc(Br)cc2)n1,2,2,-1,0,-2,-0.2,-3,2,11
O=S(=O)(Nc1cccc(-c2ccc(N3CCCCCC3)nn2)c1)c1ccccc1Cl,26,4,17*,-1,-3,6.9,2,-14,7
O=C(NC1CCCC1)C(c1ccc(Cl)cc1)N1CCN(C2CCCCC2)CC1 (stereo not given),-6,1,-1,1,-7,-1.3,-7,0,-3
Cc1ccc(C)c(N2CCN(c3ccc(N4C(=O)COCC4=O)cc3[N+](=O)[O-])CC2)c1,-1,0,0,1,2,-1.0,6,5,0
Cc1cccc(Nc2nc(NC(C)C)nc(Oc3ccc(=O)n(C)n3)n2)c1,-3,7,2,-5,-6,1.4,2,-1,4
Cc1ccc(OCC(=O)Nc2ccc(N3CCN(C(=O)c4ccco4)CC3)cc2)c(C)c1,19,1,8,3,-9,-8.5,2,2,-9
COc1ccccc1-c1c(C(F)(F)F)oc2cc(OCC(=O)Nc3ccccc3C(F)(F)F)ccc2c1=O,10,1,-1,-3,1,2.2,0,-1,4
O=C(COc1ccccc1)NC1CCCCC1,-6,-3,1,-2,-2,1.8,-4,-7,-2
CCOC(=O)c1c(S(=O)(=O)NCC(=O)NCc2cccc(C)c2)c(C)n(C)c1C,-5,2,-2,-1,1,-0.7,-7,0,-7
COc1ccc(CCNC(=O)c2ccc(Cl)cc2)cc1,4,-1,0,0,7,2.7,-3,-3,5
CCCCCC(=O)Nc1cccc(C2=NOC3(C2)C[C@@H](C(N)=O)N(C(=O)c2cc([N+](=O)[O-])cc([N+](=O)[O-])c2C)C3)c1 (stereo not given in full),-3,5,-1,1,4,4.2,-1,1,1
Cc1onc(-c2ccccc2)c1C(=O)N1CCN(S(=O)(=O)c2ccc(Cl)cc2)CC1,0,0,4,-2,14,-0.2,-1,0,5
Cn1nc(-c2ccccc2)c(N2CCCCC2)cc1=O,4,2,-7,0,6,-2.0,0,4,-1
Cc1ccc(Nc2ccc(C(=O)O)cc2N)cc1,-15,21,-1,2,5,3.2,1,nt,-1
COc1ccc(N(CC(=O)N2CCc3ccccc32)S(=O)(=O)c2c(C)n[nH]c2C)cc1,2,17,0,-1,-1,3.3,0,6,3

Three of the entries above in order of the AHR act value, rising:
smiles | core dimer inh | AHR act | TPT1 inhibitor | PP5 primary | PAFAH2 inh | proCasp3 act
CN1CCN(CC(=O)C23CC4CC(CC(C4)C2)C3)CC1 | -1 | -2 | 2 | 2.5 | -10 | 2
O=C(NCCCN1CCCCC1)c1ccc2c(c1)NC(=O)c1ccccc1S2 | -7 | 2 | -1 | 1.7 | 6 | 7
Cc1cccc(Nc2nc(NC(C)C)nc(Oc3ccc(=O)n(C)n3)n2)c1 | -3 | 7 | -5 | 1.4 | -1 | 4

High-throughput results as filed in PubChem BioAssay.

Hits appear at their usual frequency. About 5.6% of those tested had a hit in this group.
